Bioassay records (PubChem)
zVAD death inh – inhibitors of zVAD-triggered necroptosis, primary screen, L929 cells. viability rescue, % at 10 µM. L929 zVAD necroptosis rescue, ATP luminescence, 24 h; with zVAD 60 µM. 220,000 compounds, 0.38% hits;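 active means activation, scaled between plate controls, above about 75%, limit read from the data; inactive means activation under that limit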;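 further: 0% = zVAD with DMSO and 100% = DMSO alone without zVAD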
Hck Nef HTS – inhibitors of Nef-activated human Hck kinase, primary screen, biochemical, Z-Lyte FRET, 384-well, Hck-YEEI; Tyrosine-protein kinase HCK (Homo sapiens), P08631; Recombinant Hck-YEEI plus Nef, Z-Lyte FRET kinase assay; inhibition, % at 20 µM; 220,000 compounds, 0.68% hits;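 active means Hck-Nef kinase inhibition above about 50%, limit read from the data; inactive means inhibition below that limit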;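 further: 0% = DMSO with Hck plus Nef and 100% = Hck alone without Nef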
Target sequence (P08631 whole entry, looked up): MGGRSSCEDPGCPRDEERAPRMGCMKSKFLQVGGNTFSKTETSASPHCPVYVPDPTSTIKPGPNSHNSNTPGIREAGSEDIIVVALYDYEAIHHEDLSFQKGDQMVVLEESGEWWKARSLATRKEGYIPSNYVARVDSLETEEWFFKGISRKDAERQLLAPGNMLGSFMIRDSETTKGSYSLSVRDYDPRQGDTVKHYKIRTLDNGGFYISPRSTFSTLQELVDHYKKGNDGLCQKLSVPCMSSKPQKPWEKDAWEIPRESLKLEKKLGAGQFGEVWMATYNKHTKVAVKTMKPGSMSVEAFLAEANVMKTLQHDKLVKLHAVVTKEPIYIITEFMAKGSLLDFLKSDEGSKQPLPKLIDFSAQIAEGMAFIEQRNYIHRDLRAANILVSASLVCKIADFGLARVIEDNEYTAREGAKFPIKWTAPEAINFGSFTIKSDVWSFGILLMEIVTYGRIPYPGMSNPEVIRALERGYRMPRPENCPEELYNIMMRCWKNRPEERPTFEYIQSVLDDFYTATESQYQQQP
Runt-SMMHC FRET – inhibitors of RUNX1 Runt–CBFb-SMMHC binding, primary screen, biochemical, FRET, Cerulean-Runt, Venus-CBFb-SMMHC, uHTS; Runt-related transcription factor 1 (Homo sapiens) + Core-binding factor subunit beta …; Cerulean-Runt/Venus-CBFb-SMMHC FRET ratio 530/480, 1 h; inhibition, % at 20 µM; 220,000 compounds, 0.74% hits; AID 1434, 2008;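 active means mean inhibition across duplicate retests at 20 µM reaching about 50%, limit read from the data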;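 further: 0% = DMSO wells and 100% = wells with excess untagged CBFb-SMMHC; inhibitors lower the FRET ratio by blocking Runt binding to CBFb-SMMHC; some results filed as inactive read as strong as hits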
Runt-CBFb FRET – inhibitors of RUNX1 Runt–CBFb binding, primary screen, biochemical, FRET, Cerulean-Runt, Venus-CBFb, uHTS; Runt-related transcription factor 1 (Homo sapiens) + Core-binding factor subunit beta …; Cerulean-Runt/Venus-CBFb FRET ratio 530/480, 1 h; inhibition, % at 20 µM; 220,000 compounds, 0.46% hits;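 active means inhibition over about 50% at 20 µM in the single-dose screen, limit read from the data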;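 further: 0% = DMSO wells and 100% = excess unlabeled CBFb competitor control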
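System: Cerulean-labeled Runt domain protein | Quantity: 100 nM of each labeled protein | Schedule: 1 h compound exposure, room temperature | Detection: Fluorescence energy transfer, 422 nm excitation, 530/480 nm emission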
RBBP9 inhibitor – human RBBP9 inhibitors, primary screen, biochemical, fluorescence polarization, FP-Rh probe, HTS; recombinant RBBP9; 220,000 compounds, 0.2% hits; inhibition, % at 7.94 µM;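 active means inhibition above the campaign mean of all tested compounds plus 3 SD, cut at about 14% in these data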;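 further: plate controls were DMSO wells with RBBP9 for no effect and wells lacking RBBP9 protein for full effect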
Target sequence (O75884 whole entry, looked up): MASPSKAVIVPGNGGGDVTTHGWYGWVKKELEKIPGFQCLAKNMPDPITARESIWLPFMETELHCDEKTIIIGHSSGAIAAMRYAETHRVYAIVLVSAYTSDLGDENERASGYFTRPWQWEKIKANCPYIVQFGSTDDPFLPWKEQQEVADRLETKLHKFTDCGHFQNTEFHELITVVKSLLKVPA
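Assay system: recombinant human RBBP9; Reagent: Serine-hydrolase probe FP-Rh, 375 nM pre-mixing; Doses: 7.94 µM single dose, 0.794% DMSO; Incubation: 30 min then 45 min, 25 °C; Detection: fluorescence polarization (mP), excitation 525 nm, emission 598 nm; Evaluation: percent inhibition from mP, scaled between DMSO and no-protein wells.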
EP2 antag – human EP2 receptor antagonists, primary screen, TR-FRET cAMP, C6 glioma cells; C6 glioma cells expressing human EP2; cells stimulated with saturating PGE2; 260,000 compounds, 0.52% hits; inhibition, % at 25 µM; Prostaglandin E2 receptor EP2 subtype (Homo sapiens), P43116;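 active means percent inhibition above 40 after rounding to a whole number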;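 further: rat C6 glioma host cells with rolipram phosphodiesterase inhibitor present; the protocol text gives 20 µM as final concentration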
Target sequence (P43116 whole entry, looked up): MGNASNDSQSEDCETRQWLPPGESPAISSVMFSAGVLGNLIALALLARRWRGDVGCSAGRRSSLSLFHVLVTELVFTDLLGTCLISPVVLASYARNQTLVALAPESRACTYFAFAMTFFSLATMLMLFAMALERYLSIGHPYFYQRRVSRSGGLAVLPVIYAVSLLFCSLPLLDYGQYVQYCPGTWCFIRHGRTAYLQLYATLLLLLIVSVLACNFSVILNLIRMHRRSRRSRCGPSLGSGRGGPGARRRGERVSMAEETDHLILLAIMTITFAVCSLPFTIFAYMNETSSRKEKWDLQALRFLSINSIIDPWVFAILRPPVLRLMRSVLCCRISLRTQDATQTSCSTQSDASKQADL
PERK inh – block of dimerizer-induced PERK translation repression, primary screen, PERK inhibitor project, CHO PERK-DD cells, SEAP luminescence, HTS; CHO PERK-DD fusion, SEAP luminescence translation reporter; inhibition, % at 5.6 µM; 220,000 compounds, 0.17% hits;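 active means inhibition above the mean inhibition of all tested compounds plus 3 SD, set separately per screening campaign, cut at about 2.9% in these data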;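 further: PERK kinase domain activated by AP20187 dimerizer at 100 nM; 0% = DMSO with dimerizer and 100% = rapamycin at 8.4 µM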
EP2 mod – EP2 receptor modulators, cAMP readout, primary screen, cell-based, HTRF cAMP, PGE2 stimulation. Prostaglandin E2 receptor EP2 subtype (Homo sapiens), P43116. EP2-expressing cells, cAMP HTRF FRET, PGE2 co-stimulation. induction, % at 25 µM. 260,000 compounds, 0.83% hits. AID 940, 2007;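 active means compounds whose cAMP rise, as percent of the full-agonist control response, exceeds 60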;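 further: rat C6 glioma line stably carrying human EP2 under a CMV promoter; the protocol text gives 20 µM as final concentration; 100% = response of wells given 1 µM PGE2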
TNF death inh – inhibitors of TNF-alpha triggered necroptosis, primary screen, cell-based, Jurkat FADD-/-, single concentration; Jurkat FADD-/- TNF necroptosis rescue, ATP luminescence, 24 h; 0 = TNF only, 100 = no-TNF cells; activation (protection from cell death), % at 10 µM; 220,000 compounds, 0.068% hits;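 active means activation, meaning protection from cell death, of at least 50% relative to plate controls; inactive means activation below 50%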;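 further: necroptosis triggered by 40 ng/mL TNF-alpha added together with compound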
* hit, by the source's call; & = joins results of further samples. Some of the compounds tested; count on the stated rates, not on these rows.

SMILES | zVAD death inh | Hck Nef HTS | Runt-SMMHC FRET | Runt-CBFb FRET | RBBP9 inhibitor | EP2 antag | PERK inh | EP2 mod | TNF death inh
CC(C(=O)NCc1ccccn1)N1C(=O)c2ccccc2C1=O (stereo unspecified) | 0.0 | -2.5 | -5.8 | -2.1 | -4.8 | -4.0 | 1.4 | -15.7 | -0.2
CCCCOc1ccc(C(=O)NCCCC(=O)N2CCCCC2)cc1 | 0.2 | 0.3 | -1.2 | -4.2 | 5.2 | 16.9 | -1.0 | 16.7 | 3.2
CCOC(=O)C1=C(C)NC2=C(C(=O)C(C(=O)OCC)C(c3ccc(OC)cc3)C2)C1c1ccccn1 (stereo unspecified) | 1.7 | 10.8 | 74.7* | 39.0 | -0.3 | 17.6 | -0.8 | 19.2 | -2.9
COc1ccccc1C1(CC(=O)N2CCOCC2)CCOC(C(C)C)C1 (stereo unspecified) | 0.2 | -18.8 | -1.3 | -1.3 | -6.0 | 7.4 | -1.6 | 11.8 | -0.7
O=C(CCCCCN1C(=O)c2ccccc2C1=O)NCCc1nc2ccccc2[nH]1 | -0.1 | 1.6 | -2.2 | -1.1 | -4.8 | 6.7 | -1.1 | 20.4 | -4.9
C=CCOC(=O)C1=C[C@H](c2ccc(Br)cc2)[C@@H](CCCO)[C@H](OCC)O1 | 0.2 | 12.5 | -2.9 | -8.1 | 2.5 | 16.1 | 1.1 | 15.2 | 2.6
O=C(CN1CCCC1)Nc1ccc(NC(=O)Nc2ccccc2)cc1 | 1.5 | 0.6 | 2.4 | 0.1 | -4.2 | 12.9 | 0.4 | -6.5 | 3.1
Cc1ccc(NC(=O)CS(=O)CC(=O)N(CC(=O)NC2CCCC2)c2cc(C)ccc2C)cc1 (stereo unspecified) | -0.2 | -2.4 | -0.7 | -5.8 | -6.8 | 10.3 | -0.7 | 7.8 | -5.5
N#C/C(=C/c1ccc(F)cc1)c1nc(CCN2C(=O)c3ccccc3C2=O)cs1 | -0.3 | -0.1 | -3.0 | -1.5 | 2.8 | 6.5 | 1.3 | -20.4 | -6.9
C/C(CC(=O)NC1CCCC1)=N\NC(=O)C1CCCCC1 | 6.3 | 19.0 | -2.1 | -1.2 | -2.4 | 8.1 | 0.2 | -22.7 | 1.3
COC(=O)c1sc2nc(-c3ccccc3)nc(N3CCN(C)CC3)c2c1C | 0.8 | 6.4 | -6.4 | -6.6 | 1.7 | 12.8 | -0.2 | 20.7 | -0.8
O=C(NCCC1=CCCCC1)C(=O)c1c[nH]c2ccccc12 | 1.5 | -0.2 | 1.6 | 0.0 | -7.2 | 5.5 | 0.4 | -24.1 | 4.6
C#Cc1ccc([C@@H]2C=C(C(=O)N3CCN(Cc4ccc5c(c4)OCO5)CC3)O[C@H](OCC)[C@H]2CCCO)cc1 | 0.2 | -2.4 | -2.0 | -3.5 | 2.9 | 19.9 | 0.1 | 15.6 | 0.1
O=C(/C=C/c1cccc([N+](=O)[O-])c1)Nc1cc(C(=O)O)cc(C(=O)O)c1 | 2.9 | 2.3 | 0.7 | -1.7 | -6.2 | 11.2 | -0.2 | 37.7 | 0.2
O=C(C1CCCN1S(=O)(=O)c1cccc2nsnc12)N1CCCCC1 (stereo unspecified) | 0.2 | 13.2 | -1.6 | 0.9 | -8.3 | 7.9 | -0.9 | -24.4 | 0.8
COc1ccc2c(CC(=O)NCCN3C(=O)S/C(=C\c4cccnc4)C3=O)coc2c1 | 3.5 | 29.6 | -8.0 | 3.8 | -2.9 | 12.1 | 0.8 | -14.1 | -2.3
CC(C)CC(NC(=O)C1CCCCC1)C(=O)NCc1ccccn1 (stereo unspecified) | 0.4 | -11.5 | -0.5 | 0.5 | 2.4 | 4.0 | 0.2 | 9.5 | 1.6
COCCCNS(=O)(=O)c1ccc(Oc2ncc(C(F)(F)F)cc2Cl)cc1 | 0.2 | 1.8 | -0.2 | -3.7 | -8.9 | 9.1 | 0.0 | 25.6 | -5.1
Cc1nc(-c2ccccc2O)n(S(=O)(=O)N(C)C)n1 | -0.3 | -0.3 | 0.2 | -1.2 | -5.3 | 12.8 | 0.3 | -2.8 | -1.9
Cc1ccc(NC(=O)O/N=C/c2c(C)nn(C(C)(C)C)c2C)cc1Cl | 9.6 | -1.5 | 1.4 | -4.3 | 3.8 | 11.4 | 0.7 | -38.6 | 1.5
CS(=O)(=O)c1ccc(C(=O)NC2CCCCC2)cc1 | 2.2 | -2.1 | 2.7 | 1.6 | -1.6 | 14.0 | 2.5 | 15.2 | 1.7
CC1C(=O)CC(c2ccc([N+](=O)[O-])cc2)NC1c1ccc([N+](=O)[O-])cc1 (stereo unspecified) | 4.8 | 33.6 | -4.5 | -2.4 | -2.4 | 2.7 | 0.5 | -37.6 | 0.3
CCCCOc1ccc(/C=C/C(=O)Nc2ccc(C(N)=O)cc2)cc1 | 0.2 | 4.1 | 3.2 | 0.0 | -6.0 | 6.4 | 0.9 | -6.9 | 1.6
Cc1cc(C)nc(SCc2nnc(SCC(=O)Nc3ccccc3C)n2Cc2ccco2)n1 | 0.4 | 0.4 | 10.9 | 15.9 | -2.5 | 2.5 | -0.7 | 28.5 | 0.3
C=CCC1(N(C(C)=O)c2ccccc2C)CCCCC1 | -2.2 | 21.2 | 1.5 | 0.8 | -0.5 | 9.3 | 0.4 | 29.4 | -1.2
Continued.
SMILES | zVAD death inh | Hck Nef HTS | Runt-SMMHC FRET | Runt-CBFb FRET | RBBP9 inhibitor | EP2 antag | PERK inh | EP2 mod | TNF death inh
CCOc1ccccc1NS(=O)(=O)N(C)C | -0.1 | 6.0 | -4.0 | 1.3 | -7.2 | 11.6 | 1.0 | 2.5 | -0.2
COc1cc(C2CC(c3cccnc3)=NN2c2ccc(F)cc2)cc(OC)c1OC (stereo unspecified) | 0.9 | -3.4 | 87.2* | 25.5 | 0.1 | 7.1 | -0.5 | 18.0 | -3.2
NC(=O)CCCC1=NS(=O)(=O)c2ccccc2N1 | 0.8 | 0.3 | 1.5 | 1.6 | -6.5 | 9.7 | 0.4 | -21.4 | 0.7
O=C(NCCOCCOCCNC(=O)c1cccnc1)c1cccnc1 | 3.4 | 1.7 | -3.8 | 0.2 | 2.0 | 18.7 | 0.9 | 7.1 | 0.6
O=C(c1cc2sccc2n1Cc1ccccc1)N1CCc2ccccc21 | -0.1 | 0.2 | 1.2 | -0.2 | -9.0 | 7.9 | 0.1 | 63.8* | 0.5
CC(C)NC(=S)N1CCN(S(C)(=O)=O)CC1 | 2.1 | 0.7 | -2.8 | 1.3 | 12.7 | 5.9 | 1.1 | 4.3 | 1.0
CC(C)(C)OC(=O)NC(Cc1ccccc1)C(=O)O (stereo unspecified) | 0.1 | -2.2 | -0.9 | 0.0 | -0.6 | 9.4 | 0.7 | 4.0 | 1.1
COc1ccc2c(c1)SCC(=O)N2C | -0.3 | 0.8 | 2.2 | 2.1 | -1.2 | 17.7 | -1.0 | 13.7 | -3.5
O=C(CNC1CCCCC1)Nc1cc(S(=O)(=O)N2CCOCC2)ccc1Cl | -0.5 | -14.2 | -0.5 | 0.1 | -1.4 | 8.0 | 0.2 | -55.2 | 1.8
COc1ccccc1C(=O)Nn1c(-c2cccs2)nc2ccccc2c1=O | 0.1 | 2.4 | 0.6 | -0.8 | -4.8 | 18.2 | -0.8 | 22.6 | -0.6
COc1ccc(S(=O)(=O)N2CCC(C(=O)NCc3cccc(OC)c3)CC2)cc1 | 1.2 | 1.0 | -3.5 | -1.4 | -4.7 | 11.4 | -0.6 | -15.7 | 2.7
O=C(OCc1nc2scc(-c3ccccc3)c2c(=O)[nH]1)c1cc(Cl)ccc1[N+](=O)[O-] | -0.2 | 3.6 | -2.9 | -2.0 | -2.9 | 6.8 | 0.6 | -19.4 | -0.1
Cn1c(-c2ccc(Cl)cc2)ccc(C#N)c1=O | -0.1 | 0.1 | -6.7 | -1.2 | -7.7 | 4.5 | 0.7 | 13.9 | -4.1
O=C(COC(=O)Cc1ccsc1)NCc1ccccc1 | 0.3 | 2.6 | -1.6 | 0.7 | -2.6 | 8.6 | 1.7 | 26.7 | 0.6
Cn1nc([N+](=O)[O-])c(C(C#N)c2ccccn2)c(Cl)c1=O (stereo unspecified) | 1.4 | 27.9 | 11.3 | 30.0 | 8.8 | 3.2 | 1.5 | -55.9 | 8.8
Nc1c(C(=O)Nc2ccc(F)cc2)sc2nc(-c3ccco3)ccc12 | 0.2 | -3.1 | 3.0 | 21.2 | -4.3 | 24.8 | 0.8 | -35.3 | -2.1
O=C(NCCCN1CCCC1=O)c1cc(-c2cccnc2)nc2ccc(Cl)cc12 | 3.2 | 25.2 | 1.4 | -2.8 | -7.1 | 12.9 | 1.0 | 31.5 | -0.5
FC(F)(F)c1cc(Cl)c2nnc(C(F)(F)Cl)n2c1 | 5.7 | 20.7 | -2.0 | 0.4 | -8.0 | 5.0 | 0.3 | 26.7 | -0.5
O=C(CNC(=O)c1cccs1)OCC(=O)c1ccc(Br)cc1 | 0.2 | 23.9 | -2.5 | 24.7 | -2.1 | 1.2 | 1.6 | 12.7 | 1.8
CS(=O)(=O)N(CC(=O)N1CCCC1)c1cccc(Cl)c1Cl | 1.6 | 1.4 | -2.4 | 0.6 | -5.5 | 9.6 | 0.6 | 15.3 | 0.8
Cc1nn(C(C)(C)C)c(OC(=O)c2cccs2)c1Sc1ccccc1 | -0.7 | 2.4 | 0.2 | -4.5 | 1.4 | 5.1 | 0.1 | 57.4 | -4.1
CCOC(=O)c1ccc(CNC(=O)c2cc(C(C)(C)C)oc2C)o1 | 0.3 | -0.5 | -0.3 | -3.7 | 2.5 | 5.0 | 0.7 | 14.2 | 0.2
CCCC(C(=O)NC(C)(C)C)N(CC1CCCO1)C(=O)c1snc(C(N)=O)c1N (stereo unspecified) | -0.3 | 14.6 | -2.7 | 0.3 | 7.8 | 7.5 | 0.4 | 22.6 | 1.9
N#CCCN(Cc1ccccc1)C(=S)Nc1ccc(F)cc1 | 0.5 | -17.8 | -1.6 | 3.1 | -8.0 | 8.5 | 0.9 | -2.3 | 0.0
CCOc1ccccc1NC(=O)CN1CCC(NC(=O)c2ccccc2)CC1 | 0.0 | 1.1 | 1.4 | -1.9 | 0.8 | 8.6&13.5 | -0.6 | 12.1&-1.1 | 0.4
CCOC(=O)c1c(NC(=S)Nc2ccc(OCC)cc2)sc2c1CCN(C)C2 | 0.1 | -54.7 | 51.9* | 82.4* | -4.0 | 13.5 | 1.2 | -40.6 | 0.2
